Source: PubChem (National Center for Advancing Translational Sciences (NCATS))
D2 potentiator: HTS Assay for Positive Allosteric Modulators of the Human D2 Dopamine Receptor: Primary Screen for Potentiators. D(2) dopamine receptor (Homo sapiens), P14416. HEK293 T-REx D2, calcium flux, EC20 dopamine potentiation. potentiation, % at 10 µM. 340,000 tested, 0.34% active. AID 485347, 2010;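 active means potentiation over 3 SD above the plate norm, cut at about 30% in these data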; further: 0% is about no effect
Target sequence (P14416 whole entry, looked up): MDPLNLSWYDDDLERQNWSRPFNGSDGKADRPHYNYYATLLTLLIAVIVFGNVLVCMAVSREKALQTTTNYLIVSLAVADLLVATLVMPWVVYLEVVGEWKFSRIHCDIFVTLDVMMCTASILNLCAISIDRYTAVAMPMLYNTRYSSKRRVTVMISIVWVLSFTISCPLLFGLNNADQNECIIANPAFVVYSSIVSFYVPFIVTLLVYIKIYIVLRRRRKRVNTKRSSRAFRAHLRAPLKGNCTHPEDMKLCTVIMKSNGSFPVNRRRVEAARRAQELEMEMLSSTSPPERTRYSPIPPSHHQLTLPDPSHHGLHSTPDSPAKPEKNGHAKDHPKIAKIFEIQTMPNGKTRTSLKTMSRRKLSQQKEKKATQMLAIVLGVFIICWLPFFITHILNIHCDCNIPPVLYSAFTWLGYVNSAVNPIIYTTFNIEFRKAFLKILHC
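Using a no-wash calcium dye in inducible, force-coupled HEK293 Trex cells expressing D2, we tracked fluorescence each second for 180 s after compound, then for 180 s after EC20 dopamine to detect augmented signalling.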
RXFP1 ag: qHTS Assay for Agonists of the Relaxin Receptor RXFP1. HEK293T-RXFP1 cAMP TR-FRET, 30 min; response scale: percent of porcine relaxin response, buffer zero. Potency, µM (titrated, usually from 57.5 µM), for the others: top-dose activation, actives largely listed as activators. 370,000 tested, 0.3% active. AID 2676, 2010; further: potency means the concentration at half of the fitted maximal effect; on the % scale 0 is the no-effect control and ±100 the full control effect; nearly all actives have a fitted effect of over 60% in size; many of its hits are not listed in these tables
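HEK293 cells stably expressing RXFP1, treated 30 min at 37C with compounds plus PDE4 inhibitor Ro 20174; cAMP measured by HTRF TR-FRET. Normalized to buffer and 29 nM porcine relaxin; EC50 by Hill fit.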
Vif-APOBEC3F blk: qHTS for Inhibitors of Vif-A3F Interactions: qHTS. HeLa A3F-eYFP + Vif (tagged APOBEC3F with the HIV-1 protein that degrades it), YFP fluorescence increase. 390,000 tested, 0.2% active. Potency, µM (series often up to 46.1 µM), for inactives: at the top dose activity, negative = active; further: potency means the concentration at half of the fitted maximal effect; % of control where 0% means no effect; nearly all actives have a fitted effect of over 65% in size
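HeLa cells stably expressing Vif plus C-terminally eYFP-tagged A3F were seeded, incubated overnight at 37 deg C, dosed with compound, incubated overnight again at 37 deg C. Yellow fluorescence (Ex 488/Em 500-530) reported blocked Vif-mediated A3F-eYFP degradation.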
D1 ag: Allosteric Agonists of the Human D1 Dopamine Receptor: qHTS; D(1A) dopamine receptor (Homo sapiens), P21728; HEK293 T-REx D1 cells, calcium flux, agonist mode; activation, % at 2 µM; 360,000 tested, 1% active; AID 504660, 2011; in the data active means activation above about 30%; further: 0% is about no effect
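Agonism was scored from calcium flux recorded over 180 s (1 read/s) after pintool compound addition, following a 10-cycle baseline. Cells were inducible force-coupled HEK293 TREx D1, plated overnight at 30 C and loaded with no-wash calcium dye.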
D1 PAM: Potentiators of Human D1 Dopamine Receptor: qHTS | D(1A) dopamine receptor (Homo sapiens), P21728 | HEK293 TREx D1 cells, calcium flux, dopamine EC20 potentiation | potentiation, % at 10 µM | 360,000 tested, 0.036% active; in the data active means potentiation above about 30%; further: 0% is about no effect
Glioma ERSR ind: qHTS for Inducers of the Endoplasmic Reticulum Stress Response (ERSR) in Human Glioma: qHTS. 420,000 tested, 0.02% active. Potency, µM, for inactives: at the highest dose activation, actives largely listed as activators. U87-MG GRP78 promoter luciferase reporter, 16 h; further: potency means the concentration at half of the fitted maximal effect; series mostly up to about 76 µM; % of control where 0% means no effect; nearly all actives have a fitted effect of over 35% in size
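ERSR induction read as luciferase luminescence (Bright-Glo, 10 min at room temperature) in stably transfected human U87-MG glioma cells exposed to compounds for 16 h, using GRP78 as sensor.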
Vif-A3G inh: qHTS for Inhibitors of Vif-A3G Interactions: qHTS | HeLa A3G-eYFP + Vif (tagged APOBEC3G with the HIV-1 protein that degrades it), YFP fluorescence, overnight | AID 602310, 2012 | Potency, µM (titrated, usually from 46.1 µM), inactives show at the highest dose activity, negative = active, hits mostly inhibitors | DNA dC->dU-editing enzyme APOBEC-3G (Homo sapiens), Q9HC16 | 410,000 tested, 0.076% active;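 further: potency means the concentration at half of the fitted maximal effect; on the % scale 0 is the no-effect control and ±100 the full control effect; nearly all actives have a fitted effect of over 60% in size; hits raise eYFP signal because A3G escapes Vif-driven loss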
Target sequence (Q9HC16 whole entry, looked up): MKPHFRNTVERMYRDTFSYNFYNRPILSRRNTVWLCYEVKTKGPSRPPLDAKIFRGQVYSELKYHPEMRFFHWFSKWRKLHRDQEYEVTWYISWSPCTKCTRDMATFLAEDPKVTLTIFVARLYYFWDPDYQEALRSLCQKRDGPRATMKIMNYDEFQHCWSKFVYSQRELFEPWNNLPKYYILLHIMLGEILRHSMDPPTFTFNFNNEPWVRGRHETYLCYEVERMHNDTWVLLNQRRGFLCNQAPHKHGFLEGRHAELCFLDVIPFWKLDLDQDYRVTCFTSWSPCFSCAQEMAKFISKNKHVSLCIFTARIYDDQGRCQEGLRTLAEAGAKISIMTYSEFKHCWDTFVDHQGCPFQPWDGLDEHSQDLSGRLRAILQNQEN
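Read-out is eYFP fluorescence (Ex 488/Em 500-530) from Vif-expressing HeLa A3G-eYFP cells; more signal means A3G escaped Vif-mediated degradation. Cells plated overnight, compound pinned in, incubated overnight at 37 deg C.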
D1 antag: Antagonist of Human D 1 Dopamine Receptor: qHTS. D(1A) dopamine receptor (Homo sapiens), P21728. HEK293 TREx D1 cells, calcium flux, dopamine EC80; hits give low values. activity change, negative = inhibition, % at 10 µM. 360,000 tested, 3.2% active; in the data active means activity change below about -30%; further: on the % scale 0 is the no-effect control and ±100 the full control effect
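Tetracycline-induced HEK293 Trex D1 cells, force-coupled to calcium, dye-loaded; compounds added and read 180 s, then EC80 dopamine added and calcium flux tracked kinetically another 180 s.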
LDHA inh: qHTS assay for inhibitors of human lactate dehydrogenase; purified LDHA, NADH/diaphorase-resazurin fluorescence; hits give low values; activity change, % (values are at about 110 or 230 µM); 480,000 tested, 0.15% active; AID 1347041, 2019; in the data active means activity change below about -30%; inconclusive means mostly about -25% to -30%;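 further: plate controls were DMSO wells for no effect and wells without enzyme for full effect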
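Remaining NADH was detected by diaphorase (0.133 mg/mL) converting 37 µM resazurin to fluorescent resorufin, read at 0 and 20 minutes. The preceding 5-minute room-temperature reaction used 2 nM LDHA, 0.2 mM sodium pyruvate and 0.06 mM NADH at pH 7.4.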
* hit, by the source's call; u = inconclusive; x = no result given. Unless noted, the call rests on the fitted dose curve; in most records, active means well fitted curve in the direction sought with a large enough effect; inconclusive means small, poorly fitted or top-dose-only effect, or another doubt; inactive means no such curve, though single readings can be large; an effect the other way counts as inactive or inconclusive.

molecule	D2 potentiator	RXFP1 ag	Vif-APOBEC3F blk	D1 ag	D1 PAM	Glioma ERSR ind	Vif-A3G inh	D1 antag	LDHA inh
Cc1ccccc1OCC(=O)Nc1ccccc1C(=O)OCc1cc(=O)n2nc(C3CC3)sc2n1	6	3.2%	3%	-1	1	-3%	1%	10	-4
C=CCNC(=O)[C@@H]1CSC2c3ccc(OC)c(OC)c3C(=O)N21 (some centres undefined)	-10	6.0%	-2%	0	-4	-8%	-2%	17	-2
COC(=O)C1=C(C)N(C(C)C)C(=O)C1(NC(=O)C1CCCCC1)C(F)(F)F (centres undefined)	12	-0.6%	-7%	2	1	-6%	0%	6	3
CC(C)n1c(C(O)c2ccc3c(c2)OCO3)nc2ccccc21 (centres undefined)	10	2.7%	-9%	9	-2	-5%	1%	-15	-7
Clc1ccc2[nH]c3c(c2c1)CCc1cn[nH]c1-3	1	2.8%	-8%	0	-12	3%	u	-13	-7
CC(OC(=O)COc1ccccc1[N+](=O)[O-])C(=O)Nc1ccc(N2CCOCC2)cc1 (centres undefined)	x	-2.2%	0%	5	4	-1%	-13%	-5	-5
Cc1nc(CCN2C(=O)c3ccccc3C2=O)cs1	19	-0.5%	-13%	5	-6	1%	1%	-29	-15
Cc1nc2c(C)cccn2c1/C(O)=C1\C(=O)C(=O)N(CCN(C)C)C1c1ccncc1 (centres undefined)	-5	5.2%	-2%	4	-5	-3%	1%	9	1
C=CCOC(=O)C1=C[C@@H](C2CCCCC2)C[C@@H](OCc2ccc(CO)cc2)O1	-1	2.0%	-18%	-6	1	1%	-7%	-3	-1
O=C(C1CC1)N1CCc2cc(S(=O)(=O)NCC3COc4ccccc4O3)ccc21 (centres undefined)	-9	-0.1%	x	4	-1	-4%	-1%	-1	3
CCCNC(=O)CSc1nc2[nH]ncc2c(=O)[nH]1	5	1.1%	3%	2	4	-1%	3%	-1	-8
CC(C)(C)c1cc(C(c2cccnc2)N2CCN(CCO)CC2)cc(C(C)(C)C)c1O (centres undefined)	-8	0.2%	-4%	1	0	11%	-10%	10	9
S=C(Nc1ccc(Cl)cc1Cl)N1CCCC1	25	-1.0%	2%	0	0	u	-5%	-7	-6
O=C(Cc1nnc(NC(=O)c2ccccc2)s1)N/N=C\c1ccc(O)c(O)c1	10	0.2%	7%	0	-7	-1%	2%	-17	5
O=C(NCC(c1ccco1)N1CCN(c2ccc(F)cc2)CC1)OCc1ccccc1 (centres undefined)	-3	-0.1%	-3%	0	-2	0%	2%	29	7
CCC1=C(OC(=O)N(CC)CC)N2C(=O)OC(=NCCc3c[nH]c4ccccc34)[C@]2(Cc2ccccc2)[C@H]2C1=CC[C@H]1C(=O)N(CC(=O)OC)C(=O)[C@H]12	-4	0.4%	3%	0	-1	-4%	0%	15	3
CC(Oc1ccc(Cl)cc1)C(=O)N1CCCc2ccccc21 (centres undefined)	15	1.4%	-11%	0	1	5%	-5%	-14	2
Cc1[nH]c2ccc(-c3n[nH]c(=S)n3Cc3ccccc3)cc2c1C	14	1.6%	-1%	7	-6	-4%	-6%	-32*	-3
CCOC(=O)C1=C(Nc2ccccc2)OCC1=O	0	-1.4%	0%	0	1	-3%	-1%	-13	0
Cc1ccc(NC(=O)Nc2cccc(F)c2)nc1	12	0.2%	0%	5	-1	6%	-5%	9	-2
COc1ccc(CCNC(=O)c2ccc(=O)[nH]n2)cc1OC	5	-1.1%	1%	3	-1	-5%	-1%	-10	-3
C=CCn1c(Oc2cc(C)ccc2C)nc2c1c(=O)n(C)c(=O)n2C	15	-0.8%	-2%	1	0	-6%	-3%	5	-6
CCOc1ccccc1C(=O)N1CCc2cc(OC)c(OC)cc2C1COc1ccc2c(C)cc(=O)oc2c1 (centres undefined)	x	-2.1%	-4%	4	0	-2%	0%	2	-5
COc1ccc(-c2[nH]ncc2CN(CCO)Cc2cccs2)c(F)c1	11	3.5%	-2%	0	-4	-2%	-1%	-10	-1
O=C(COC(=O)c1ccccc1SCC(=O)N1CCCC1)Nc1ccccc1	-14	2.4%	-10%	9	-2	2%	4%	-25	1
CN1CCC2(CC1)NC(=O)NC2=O	-5	0.3%	-3%	1	1	-2%	-7%	-14	-4
O=C(COC(=O)c1ccc2ncsc2c1)Nc1cccc(Cl)c1	x	1.7%	-6%	11	-8	-3%	0%	-25	-4
CCCOc1ccc(NC(=O)C2CC(=O)N/C(=N/N=C(\C)CCc3ccc4c(c3)OCO4)S2)cc1 (centres undefined)	1	2.7%	-4%	1	-6	-5%	0%	2	-4
CCOc1ccc2c(S(=O)(=O)O)cccc2c1[N+](=O)[O-]	x	x	9%	x	x	-3%	5%	x	7
COC(=O)C1=C(C)N(c2ccc(C)cc2)/C(=C/c2cccs2)C1=O	0	0.3%	-2%	1	6	-7%	-11%	13	-9
Cc1ccc(N(C(=O)c2snc(C(N)=O)c2N)C(CC(C)C)C(=O)NC2CCCC2)cc1 (centres undefined)	-7	3.4%	u	6	x	-2%	-1%	0	-2
COC(=O)/C(C#N)=C/c1c(-c2ccccc2)nc2n1CCS2	-7	0.5%	16%	0	-1	1%	-4%	-4	-5
CSc1ncc(C(=O)Nc2ccccc2C(F)(F)F)c(-c2ccccc2)n1	0	u	-8%	5	2	-3%	1%	7	-2
Cc1cc(C)n2nc(C(=O)N/N=C/c3ccc(O)cc3)nc2n1	11	-0.2%	17%	3	3	0%	-8%	5	0
COc1ccc2[nH]cc(CCNC(=S)NCCc3ccccc3)c2c1	5	-0.1%	15%	1	-2	-1%	0%	-2	-2
CSc1ncnc2c1ncn2CCCNCC1CCCO1 (centres undefined)	x	x	-7%	x	x	-4%	-8%	x	1
O=C(NCc1ccc2c(c1)OCO2)c1ccc(S(=O)(=O)NCC2CCCO2)cc1 (centres undefined)	7	0.4%	-17%	7	5	-1%	-3%	-17	-2
Cc1cc(NC(=O)C2CC2)ncc1NC(=O)c1ccccn1	2	4.3%	2%	1	3	-2%	1%	-5	4
COc1ccc(CN2CCN(Cc3cn(C)nc3-c3ccccc3)CC2CCO)c(C)c1C (centres undefined)	5	-0.4%	-10%	14	-6	-2%	1%	-8	1
COc1cc(C(=O)Nc2c(C(=O)O)[nH]c3ccc(Br)cc23)cc(OC)c1OC	4	5.2%	1%	4	-3	-1%	5%	-1	-8

D1 antag, what is marked active above.
structure,D2 potentiator,D1 ag,D1 PAM,Glioma ERSR ind,Vif-A3G inh,D1 antag,LDHA inh
Cc1[nH]c2ccc(-c3n[nH]c(=S)n3Cc3ccccc3)cc2c1C,14,7,-6,-4%,-6%,-32*,-3

Going on with the list:
molecule	D2 potentiator	RXFP1 ag	Vif-APOBEC3F blk	D1 ag	D1 PAM	Glioma ERSR ind	Vif-A3G inh	D1 antag	LDHA inh
CCOc1ccc(C(=O)NCCn2cc(SCC(=O)Nc3ccc4c(c3)OCCO4)c3ccccc32)cc1	5	-3.4%	-3%	0	-1	1%	-2%	14	-15
CC(Oc1ccc(C#N)cc1)C(=O)NC1CCCC1 (centres undefined)	-1	0.3%	-10%	1	5	-3%	6%	36	-2
O=C(NCCCn1ccnc1)c1cc(C(=O)C2CC2)c[nH]1	-7	1.0%	-7%	3	0	-3%	-1%	-9	-11
CCC1CCCCN1Cc1nc2c(c(=O)n(C)c(=O)n2C)n1CCC(C)C (centres undefined)	12	0.1%	4%	4	-6	-4%	-8%	11	-7

Structural class: those above with a halogen
molecule	D2 potentiator	RXFP1 ag	Vif-APOBEC3F blk	D1 ag	D1 PAM	Glioma ERSR ind	Vif-A3G inh	D1 antag	LDHA inh
COC(=O)C1=C(C)N(C(C)C)C(=O)C1(NC(=O)C1CCCCC1)C(F)(F)F (centres undefined)	12	-0.6%	-7%	2	1	-6%	0%	6	3
Clc1ccc2[nH]c3c(c2c1)CCc1cn[nH]c1-3	1	2.8%	-8%	0	-12	3%	u	-13	-7
S=C(Nc1ccc(Cl)cc1Cl)N1CCCC1	25	-1.0%	2%	0	0	u	-5%	-7	-6
O=C(NCC(c1ccco1)N1CCN(c2ccc(F)cc2)CC1)OCc1ccccc1 (centres undefined)	-3	-0.1%	-3%	0	-2	0%	2%	29	7
CC(Oc1ccc(Cl)cc1)C(=O)N1CCCc2ccccc21 (centres undefined)	15	1.4%	-11%	0	1	5%	-5%	-14	2
Cc1ccc(NC(=O)Nc2cccc(F)c2)nc1	12	0.2%	0%	5	-1	6%	-5%	9	-2
COc1ccc(-c2[nH]ncc2CN(CCO)Cc2cccs2)c(F)c1	11	3.5%	-2%	0	-4	-2%	-1%	-10	-1
O=C(COC(=O)c1ccc2ncsc2c1)Nc1cccc(Cl)c1	x	1.7%	-6%	11	-8	-3%	0%	-25	-4
CSc1ncc(C(=O)Nc2ccccc2C(F)(F)F)c(-c2ccccc2)n1	0	u	-8%	5	2	-3%	1%	7	-2
COc1cc(C(=O)Nc2c(C(=O)O)[nH]c3ccc(Br)cc23)cc(OC)c1OC	4	5.2%	1%	4	-3	-1%	5%	-1	-8

An excerpt; count on the stated rates, not on these rows.
